# DT40 TDP1 CPT – DT40-hTDP1 cell growth loss with CPT; chicken DT40 Tdp1-/-;hTDP1 cells + 20 nM CPT, ATP luminescence, 48 h; Potency, µM (titrated, usually from 46.2 µM), inactives show top-dose activity change, negative = growth inhibition, usual class: inhibitors; 12% of 420,000 active; AID 686979; also: nearly all actives have a fitted effect of over 55% in size
#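 Cell growth measured by CellTiter-Glo luminescence after a minimum 48 h, 37 C compound exposure with 20 nM CPT in Tdp1-knockout DT40 cells stably expressing hTDP1, seeded 400/well; qHTS titration format.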
# GCN5L2 inh – GCN5L2 (KAT2A) acetyltransferase inhibition | GCN5L2 HAT assay, ThioGlo1 CoA-SH fluorescence | Potency, µM (doses to about 58.9 µM), inactives show at the top dose activity change, negative = inhibition, usual class: inhibitors | 0.21% of 390,000 active | Q92830
# Target sequence (Q92830 whole entry, looked up): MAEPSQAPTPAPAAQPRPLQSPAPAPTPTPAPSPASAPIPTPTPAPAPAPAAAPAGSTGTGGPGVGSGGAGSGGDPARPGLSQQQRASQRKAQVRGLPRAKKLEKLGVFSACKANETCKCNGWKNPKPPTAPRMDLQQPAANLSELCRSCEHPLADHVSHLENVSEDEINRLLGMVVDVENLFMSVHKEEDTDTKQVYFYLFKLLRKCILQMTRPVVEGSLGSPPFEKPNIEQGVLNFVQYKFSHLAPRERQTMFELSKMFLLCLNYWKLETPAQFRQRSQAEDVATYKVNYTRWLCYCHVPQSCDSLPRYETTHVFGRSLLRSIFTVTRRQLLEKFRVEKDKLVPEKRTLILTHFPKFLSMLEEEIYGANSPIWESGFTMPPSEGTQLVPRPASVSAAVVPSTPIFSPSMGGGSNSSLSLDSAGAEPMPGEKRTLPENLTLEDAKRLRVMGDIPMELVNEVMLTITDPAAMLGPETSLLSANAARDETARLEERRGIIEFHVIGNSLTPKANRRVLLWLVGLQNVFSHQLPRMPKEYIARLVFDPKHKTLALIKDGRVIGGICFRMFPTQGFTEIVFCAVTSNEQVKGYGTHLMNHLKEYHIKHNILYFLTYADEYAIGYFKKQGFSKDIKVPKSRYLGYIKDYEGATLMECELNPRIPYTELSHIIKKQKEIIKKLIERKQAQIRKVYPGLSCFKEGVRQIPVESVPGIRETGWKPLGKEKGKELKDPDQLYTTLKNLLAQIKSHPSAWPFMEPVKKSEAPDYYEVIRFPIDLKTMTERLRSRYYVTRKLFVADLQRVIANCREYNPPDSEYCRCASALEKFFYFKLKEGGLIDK
#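 qHTS, 1536-well. 20nM enzyme, pH 7.5 HEPES/EDTA/Tween-20 buffer; 15 min compound preinc., RT. Start: 75uM H3(1-25), 70uM AcCoA, 50uM ThioGlo1. Read Ex340/Em540 at t=0 (autofluorescence flag) and t=20 min.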
# FEN1 inhibitor – human FEN1 inhibition; P39748; Recombinant FEN1 flap cleavage, fluorescence, 15 min; Potency, µM (highest dose often 114 µM), without a hit: at the top dose activity change, negative = inhibition, most hits filed as inhibitors; 0.35% of 390,000 active; also: nearly all actives have a fitted effect of over 65% in size
#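 Recombinant FEN1 (10 nM) was preincubated with pin-transferred compounds for 15 min at room temperature, then flap DNA substrate (50 nM final) was added. Plates were read at 0 and 15 min, and normalized concentration–response data were fitted to a four-parameter Hill equation.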
# The depositor's hits bear a star; ? = inconclusive; . = no result given; [ ] = another dose, or the depositor's remark. Calls follow the shape of the dose curve; as a rule, active = well fitted curve in the direction sought with a large enough effect; inconclusive = small, poorly fitted or top-dose-only effect, or another doubt; inactive = no such curve, though single readings can be large; an effect the other way counts as inactive or inconclusive. % is scaled to controls: 0 for no effect and ±100 for the full control effect; potency is read from the fitted curve at half-maximal effect. These rows are one share of the data; the hit share may differ from the screen's.
SMILES,DT40 TDP1 CPT,GCN5L2 inh,FEN1 inhibitor
COc1ccccc1CNS(=O)(=O)c1c(C)nc2sc(C)cn2c1=O,10%,-2%,0%
Cc1c(S(=O)(=O)N2CCc3ccccc3C2)c(=O)n(C)c(=O)n1C,?,0%,3%
O=c1c(-c2ccccc2)[n+]([O-])c2ccccc2n1O,4%,-5%,-2%
O=C(c1ccc(-c2cccc(C(F)(F)F)c2)o1)N1CCCCCCC1,?,-7%,-21%
COc1cc(Cl)c(C)cc1Nc1c2c(nc3ccccc13)CCC2,2.1µM*,-2%,?
COc1ccc(C(C)(C)C)cc1NC(=O)COC(=O)c1ccc([N+](=O)[O-])o1,-27%,-3%,25µM*
CCN(C[C@H]1N[C@@](CC)(C(=O)OC)[C@H]2C(=O)N(Cc3ccccc3)C(=O)[C@@H]12)C(=O)c1ccccc1,?,0%,-10%
O=C(O)CCCC(=O)Nc1ccc(C(=O)N2CCCCC2)c(Cl)c1,-8%,4%,4%
COc1cc(C(=O)NC2CCN(C)CC2)ccc1Nc1ncc2c(n1)N(CCc1ccccc1)CCC(=O)N2C,23µM*,.,50µM*
Cc1cc(C)c2c(c1)/C(=N/NC(=O)c1cc(C)oc1C)CCC2,-23%,1%,-4%
Cn1c(=O)c2c(nc(NCc3ccco3)n2Cc2ccccc2Cl)n(C)c1=O,4.1µM*,-3%,-1%
COc1ccc(C(=O)Nc2ccc(CN3CCCCC3)cc2)cc1,-2%,2%,-5%
COc1ccc(CCNC(=O)/C(C#N)=C/c2ccc(OCC(=O)NCC3CCCO3)cc2)cc1OC (stereo not given),-6%,2%,-4%
c1ccc(-c2ccc(-c3ccccc3)[nH]2)cc1,?,.,-14%
O=C(CCCCn1c(=O)c2ccccc2n(CC(=O)NC2CCCC2)c1=O)NC1CCCC1,-4%,38%[activator],1%
CSCCC(NS(=O)(=O)c1ccccc1F)C(=O)NCC(c1ccco1)N(C)C (stereo not given),-11%,-1%,4%
NS(=O)(=O)c1ccc(NC(=O)CCC(=O)N2CCOCC2)cc1,-4%,2%,3%
C=CCNC(=S)NNc1ncnc2sc3c(c12)CC(C)(C)OC3,4.6µM*,-6%,-3%
CCCCCc1ccc(CC(=O)Nn2c(C)nc3ccccc3c2=O)cc1,?,-9%,-31%
CCSc1nc(N)nc(-c2cccs2)c1C#N,0%,-17%,-2%
Cc1cccc(-c2noc(-c3ccccc3C(=O)NCC3CCCO3)n2)c1 (stereo not given),?,-1%,-7%
N#CCC(=O)N/N=C/c1ccc(Sc2nc3ccccc3s2)o1,1%,-16%,?
Cc1nc(=O)c(-c2ccccc2)c(C)n1-c1cccc(/C=C/C(=O)O)c1,-1%,-11%,-12%
Cc1c(C#N)c(NC(=O)CCl)n(Cc2ccccc2)c1C,2.6µM*,-8%,5%
Cc1cc(C)c(CN2C(=O)c3ccccc3S(=O)(=O)c3ccc(C(=O)OCC4CCCO4)cc32)c(C)c1 (stereo not given),?,24%,-11%
O=C(Nc1ccc(F)c(Cl)c1)NC1CC1,?,3%,11%
O=C(COc1ccc(-n2cnnn2)cc1)Nc1ccc(F)c(F)c1F,-7%,-5%,4%
CCOP(=O)(OCC)c1nc(-c2ccc(Cl)cc2Cl)oc1N1CCCCC1,12µM*,-23%,-8%
CN(C)S(=O)(=O)c1ccc(C(=O)Nc2nc(-c3ccccc3)c(C(=O)c3ccccc3)s2)cc1,?,-4%,-1%
O=Cc1cccc(OC(=O)/C=C/c2ccco2)c1,-4%,?,?
CN1C(=O)CSC1=Nc1ccc(Br)cc1,8%,-9%,0%
O=C(CN(C(=O)c1csnn1)c1ccc2c(c1)OCCO2)NCc1ccccc1,-4%,-5%,2%
Cc1noc(C)c1NC(=O)Nc1ccc2c(c1)C(=O)N([C@H](C)CO)C[C@H](C)[C@@H](CN(C)S(=O)(=O)c1ccc(F)cc1)O2,-12%,0%,17%
O=C1COc2ccc(C(=O)CSc3nnc(-c4cccs4)n3Cc3ccccc3)cc2N1,?,-10%,4%
COc1ccccc1N1CCN(/N=C/c2cccc(OC)c2O)CC1,-17%,-2%,2%
CC(=O)OCC1OC(OC(C)=O)C(NC(=O)Cc2ccccc2)C(OC(C)=O)C1OC(C)=O (stereo not given),-25%,2%,8%
O=C(COc1cc(F)ccc1[N+](=O)[O-])Nc1ccc(N2CCOCC2)cc1,-2%,-13%,-2%
Cc1ccc(F)cc1NC(=O)COC(=O)C1CCN(c2ccc(C(F)(F)F)cn2)CC1,4%,-19%,-16%
COc1ccc(C(=O)NCCS(=O)(=O)N2CCCCCC2)cc1,-22%,-11%,0%
CC(C)O/C(=N\S(=O)(=O)c1ccc(Cl)cc1)c1ccccc1,-3%,-1%,1%

# Molecules from the list above that contain an aryl thioether with sulfur outside any ring:
SMILES,DT40 TDP1 CPT,GCN5L2 inh,FEN1 inhibitor
CCSc1nc(N)nc(-c2cccs2)c1C#N,0%,-17%,-2%
N#CCC(=O)N/N=C/c1ccc(Sc2nc3ccccc3s2)o1,1%,-16%,?
O=C1COc2ccc(C(=O)CSc3nnc(-c4cccs4)n3Cc3ccccc3)cc2N1,?,-10%,4%

# Remaining list, next part
SMILES,DT40 TDP1 CPT,GCN5L2 inh,FEN1 inhibitor
CCOC(=O)c1csc(-c2ccc3c(c2)CCO3)n1,24%,1%,9%
Cc1ccc(NC(=O)Cn2c(=O)n(CCc3ccccc3)c(=O)c3c4c(sc32)CCCC4)c(C)c1,5%,-2%,-1%
CCc1ccc(NC(=O)Nc2ccncc2)cc1,?,8%,-9%
CSc1nc(Cl)c(Br)c(Nc2c[nH]c(=O)[nH]c2=O)n1,?,.,7%
CC(C)OC(=O)C1C(=O)CC(C)(O)C(C(=O)OC(C)C)C1c1cccc([N+](=O)[O-])c1 (stereo not given),-1%,2%,-13%
CCC(C)n1c(=N)c(C(=O)NC2CCCCC2)cc2c(=O)n3ccccc3nc21 (stereo not given),?,-10%,1%
CCOc1cccc(C(=O)Nc2c(C(=O)c3ccc(OC)cc3)oc3ccccc23)c1,-4%,-5%,-5%
CC(C)CC(NC(=O)CCC(=O)OCC(=O)[C@@]1(O)CCC2[C@@H]3CCC4=CC(=O)C=C[C@]4(C)C3[C@@H](O)C[C@@]21C)C(=O)O (stereo not given in full),-25%,-12%,2%
O=S(=O)(c1ccccc1C(F)(F)F)N1CCN(CC(O)COc2ccccc2F)CC1 (stereo not given),?,36%[activator],-3%
Cc1ccc(Cl)c2c1NC(=O)C2(O)CC(=O)c1ccc(Br)cc1 (stereo not given),-9%,-2%,5%
Cc1cc(C)c2nc(-n3nc(C)cc3N)cc(C)c2c1,7%,-2%,7%
COc1ccccc1NC(=O)Nc1ccccc1C#N,-5%,-4%,9%
CCOC(=O)Cn1nc(C)cc1NC(=O)c1cc(OC)c(OC)c(OC)c1,?,-1%,-6%
O=C(CSc1nnc(-c2cccnc2)n1Cc1ccccc1)NCc1ccccc1,11%,0%,-9%
Cc1[nH]c2ccccc2c1-c1csc(NC(=O)CSCCO)n1,?,-2%,-7%
CCOc1cc(/C=N/NC(=O)c2ccc(CN3CCOCC3)cc2)ccc1OC,3%,-6%,-3%
O=c1[nH]c(N/N=C\c2ccc(F)cc2)nc2ccccc12,?,0%,2%
CC(=NCC1CCCO1)c1c(O)[nH]c(=O)[nH]c1=O (stereo not given),-10%,-3%,-6%
CC(C)CCNC(=O)C1CC(c2ccccc2[N+](=O)[O-])=NO1 (stereo not given),?,.,17%
CC1=C(C(=O)OC(C)C)C(c2cncc(-c3ccc(F)cc3)c2)C(C#N)=C(N)O1 (stereo not given),?,-2%,-1%
Cn1c(=O)cc2c3c(c(N4CCCCC4)ccc31)C(=O)c1ccccc1-2,?,1%,?
COC(=O)c1nnn(-c2nc(N3CCOCC3)nc(N3CCOCC3)n2)c1C,?,5%,-3%
CCCCCCCCCN(CCCCCCCCC)c1ccc(/C=C/c2ccnc3ccccc23)cc1,1%,.,-5%
NC(=O)C1(Nc2ccc(Cl)cc2)CCCC1,0%,.,-12%
CCN(CC(=O)NCc1cccs1)C(=O)CCOc1ccccc1C,?,-1%,-3%
COC(=O)c1ccc(Nc2ncnc3sccc23)cc1,-7%,-1%,14%
COc1ccc(-n2nc3c(c2NC(=O)c2ccc(S(=O)(=O)N4CCOCC4)cc2)CS(=O)C3)cc1 (stereo not given),2%,-4%,-11%
Nc1nc(Cl)c(C=O)c(N2CCCCC2)n1,0%,2%,0%
Cc1cccc(C)c1NC(=S)NC(=O)CCc1ccccc1,4%,-2%,-11%
CCCn1c(C)cc(C(=O)CN2C(=O)c3cccc(N)c3C2=O)c1C,-20%,-1%,10%
O=C(O)/C=C\C(=O)N1CCc2ccccc21,-1%,20%,4%
CCOC(=O)c1cnc2ccc(OCC)cc2c1NCCCN1CCOCC1,18µM*,-19%,0%
CCc1cc[n+](C2=C([O-])c3ccccc3C(=O)/C2=N\S(=O)(=O)c2cccs2)cc1,2.3µM*,-16%,2%
CCCC(NC(=O)c1ccco1)c1nc2ccccc2[nH]1 (stereo not given),-20%,-1%,9%
CCCCCCCC(=O)OC(CN1CCCCCC1)CN1CCCC1=O (stereo not given),16%,-1%,3%
CSCCC(N)C(=O)O (stereo not given),-17%,4%,.
O=C(c1ccc(CN2CCOCC2)cc1)N1CCN(c2ccccc2)CC1,-16%,1%,2%
CCOc1cc(C(=O)Nn2cnnc2)cc(OCC)c1OCC,4%,0%,-7%
O=C(NCCCN1CCOCC1)c1cc(-c2ccc(Cl)s2)nc2ccccc12,?,1%,14%
COc1ccc(C(=O)NNC2=Nc3cccc4cccc2c34)cc1,-20%,-2%,0%

# Arranged by heavy-atom count (high to low): part of the list above
SMILES,DT40 TDP1 CPT,GCN5L2 inh,FEN1 inhibitor
CCCCCCCCCN(CCCCCCCCC)c1ccc(/C=C/c2ccnc3ccccc23)cc1,1%,.,-5%
COc1ccc(-n2nc3c(c2NC(=O)c2ccc(S(=O)(=O)N4CCOCC4)cc2)CS(=O)C3)cc1 (stereo not given),2%,-4%,-11%
CC1=C(C(=O)OC(C)C)C(c2cncc(-c3ccc(F)cc3)c2)C(C#N)=C(N)O1 (stereo not given),?,-2%,-1%
COC(=O)c1nnn(-c2nc(N3CCOCC3)nc(N3CCOCC3)n2)c1C,?,5%,-3%
O=C(c1ccc(CN2CCOCC2)cc1)N1CCN(c2ccccc2)CC1,-16%,1%,2%
Cn1c(=O)cc2c3c(c(N4CCCCC4)ccc31)C(=O)c1ccccc1-2,?,1%,?
CCCn1c(C)cc(C(=O)CN2C(=O)c3cccc(N)c3C2=O)c1C,-20%,-1%,10%
COc1ccc(C(=O)NNC2=Nc3cccc4cccc2c34)cc1,-20%,-2%,0%
CCOc1cc(C(=O)Nn2cnnc2)cc(OCC)c1OCC,4%,0%,-7%
CC(C)CCNC(=O)C1CC(c2ccccc2[N+](=O)[O-])=NO1 (stereo not given),?,.,17%
CCCC(NC(=O)c1ccco1)c1nc2ccccc2[nH]1 (stereo not given),-20%,-1%,9%
COC(=O)c1ccc(Nc2ncnc3sccc23)cc1,-7%,-1%,14%
Nc1nc(Cl)c(C=O)c(N2CCCCC2)n1,0%,2%,0%
CSCCC(N)C(=O)O (stereo not given),-17%,4%,.

# (next part)
SMILES,DT40 TDP1 CPT,GCN5L2 inh,FEN1 inhibitor
O=C(O)C1CCCN1C(=O)Nc1ccc(F)cc1 (stereo not given),1%,-5%,1%
Cc1cc(N)ccc1N=Nc1c(C)n(C)n(-c2ccccc2)c1=O,-18%,2%,3%
CCC(Sc1nnc2c3ccccc3n(CC)c2n1)C(=O)Nc1sc2c(c1C#N)CCCC2 (stereo not given),?,-20%,-4%
CCc1ccc(NC(=O)CCc2c(C)nc3nc(-c4cc(OC)cc(OC)c4)nn3c2C)cc1,-8%,-4%,10%
